Compound activity from PubChem BioAssay.
AmpC inh detg = blocks E. coli AmpC beta-lactamase in detergent assay. actives 0.041% (n = 370,000). Potency, µM (titrated, usually from 114 µM), without a hit: at the highest dose activity change, negative = inhibition, most hits filed as inhibitors. P00811. AmpC hydrolysis of nitrocefin, absorbance 480 nm, 0.01% Triton; active = well fitted inhibition curve with a large enough effect; inconclusive = small, poorly fitted or top-dose-only effect;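 also: potency is read from the fitted curve at half-maximal effect; 0% = no-compound wells and -100% = no-enzyme wells; nearly all actives have a fitted effect of over 25% in size; some results filed as inactive show a strong effect at the top dose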
Target sequence (P00811 whole entry, looked up): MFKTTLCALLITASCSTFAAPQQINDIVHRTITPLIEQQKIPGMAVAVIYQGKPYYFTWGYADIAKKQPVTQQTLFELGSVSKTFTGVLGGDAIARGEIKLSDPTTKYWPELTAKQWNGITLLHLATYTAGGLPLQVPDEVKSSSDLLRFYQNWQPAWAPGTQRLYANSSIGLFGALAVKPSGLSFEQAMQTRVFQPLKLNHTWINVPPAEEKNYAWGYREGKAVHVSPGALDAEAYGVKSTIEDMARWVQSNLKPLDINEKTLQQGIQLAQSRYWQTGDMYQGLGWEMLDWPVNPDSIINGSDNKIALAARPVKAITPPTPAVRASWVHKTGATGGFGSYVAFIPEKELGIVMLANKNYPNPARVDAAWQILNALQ
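AmpC (5.3 nM in the dispensed reagent) in 20 mM phosphate pH 7.0 with 0.01% (detergent screen) or 0.0001% Triton X-100 was preincubated with compounds for 15 min at room temperature. Nitrocefin was then added from an 800 uM solution, and hydrolysis was followed at 480 nm.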
HCMV antiviral = human cytomegalovirus inhibition. HFF cells, HCMV-luciferase reporter, 72 h; stronger effect = lower value. activity change, negative = inhibition, % at 57.5 µM. actives 4.5% (n = 410,000). AID 1259415; in the data active = activity change below about -60%; inconclusive = no clear call, values can overlap the other calls; inactive = above about -39%
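Steps: HFFs plated, 16 h 37C; compounds added; HCMV-luciferase added to MOI 1 PFU/cell; 72 h 37C; OneGlo reagent, 5 min room temperature; luminescence read, normalized to controls.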
Starred values were filed as active, the others as inactive; ? = inconclusive. Unless noted, % is scaled to controls: 0 for no effect and ±100 for the full control effect.

(1) O=C(CSc1nc2c([nH]c3ccccc32)c(=O)n1-c1ccccc1F)Nc1cccc(C(F)(F)F)c1
(2) CCC(=O)N1CCc2cc(CNC(=O)Cc3ccc(OC)c(OC)c3)ccc21
(3) O=c1c(NCc2cccs2)nccn1-c1ccccc1
(4) CCOc1ccc(NC(=O)CN2C(=O)COc3ccc(S(=O)(=O)Nc4ccccc4)cc32)cc1
(5) COc1ccc(CNC(=O)CCS(=O)(=O)c2cc(Br)cc3c2N(C(C)=O)C(C)C3)cc1 (stereo not given)
(6) CCOc1cc(C2C(C(=O)OC)=C(C)NC3=C2C(=O)c2ccccc23)ccc1OC (stereo not given)
(7) O=C(CC1C(=O)N(c2ccccc2)C(=O)N1CCC1=CCCCC1)Nc1ccc(F)cc1 (stereo not given)
(8) COc1ccc(-c2noc(-c3ccc(NCC4CCCO4)c([N+](=O)[O-])c3)n2)cc1OC (stereo not given)
compound no. | 1 | 2 | 3 | 4 | 5 | 6 | 7 | 8
AmpC inh detg | 5% | 7% | -3% | 16% | 6% | 13% | 1% | -12%
HCMV antiviral | -62* | -25 | 54 | 11 | -4 | 18 | -5 | 7

(9) O=C(Nc1ccc(OCc2cc(=O)n3c4c(sc3n2)CCCC4)cc1)c1ccccc1
(10) Cn1cc(-c2cc3n(n2)CCC(=O)N3CCCC(=O)Nc2ccccc2Cl)c2ccccc21
(11) Cc1cc(Nc2ccc(C(=O)O)c(O)c2)n2ncnc2n1
(12) COc1ccc(N2CCN(C(CNS(=O)(=O)c3c(C)cc(C)cc3C)c3ccco3)CC2)cc1 (stereo not given)
(13) O=C(O)CSc1c2c(nc3cc(C(=O)Nc4ccc(F)c(Cl)c4)ccc13)CCC2
(14) Cc1cc(C)cc(NC(=O)CSc2nccn2-c2ccccc2)c1
(15) Cc1ccc(CSC2=Nc3ccccc3C3=NC(CCC(=O)NCc4cccs4)C(=O)N23)cc1 (stereo not given)
(16) Cc1ccc(NC(=O)c2cc3nc(-c4ccc5c(c4)OCO5)cc(C(F)(F)F)n3n2)cc1Cl
compound no. | 9 | 10 | 11 | 12 | 13 | 14 | 15 | 16
AmpC inh detg | 5% | 16% | 13% | -1% | -1% | 9% | 10% | 1%
HCMV antiviral | -105* | -62* | 3 | ? | -9 | -6 | 47 | 16

(17) CCN(c1ccccc1)S(=O)(=O)c1ccc(NC(=O)c2cc(=O)c3ccc(C)c(C)c3o2)cc1
(18) COc1ccc(Cn2c(=O)n(Cc3ccco3)c(=O)c3oc4ccccc4c32)cc1
(19) COc1ccc(CCNC(=O)CSc2cn(CCNC(=O)c3c(F)cccc3F)c3ccccc23)cc1OC
(20) O=C1C(=O)N(C2CCN(C(=O)c3cccc(Cl)c3)CC2)CCN1Cc1ccc(F)cc1
(21) CCc1ccccc1Nc1nn2c(=O)c3ccc(C(=O)NCCC4=CCCCC4)cc3nc2s1
(22) Cc1cc(C)c2c(=O)cc(C(=O)Nc3ccccc3C(F)(F)F)oc2c1
(23) COc1ccc(OC)c(NC(=O)Cn2ccc3ccccc3c2=O)c1
(24) Cc1cc(NC(=O)c2cccs2)cc(-c2nc3cc(Cl)ccc3o2)c1O
compound no. | 17 | 18 | 19 | 20 | 21 | 22 | 23 | 24
AmpC inh detg | -7% | -4% | -2% | -1% | 19% | 9% | 3% | 1%
HCMV antiviral | 18 | -31 | -15 | -1 | -12 | -5 | -14 | -11

Brought forward from above: 4 compounds, followed by the next part.
(21) CCc1ccccc1Nc1nn2c(=O)c3ccc(C(=O)NCCC4=CCCCC4)cc3nc2s1
(22) Cc1cc(C)c2c(=O)cc(C(=O)Nc3ccccc3C(F)(F)F)oc2c1
(23) COc1ccc(OC)c(NC(=O)Cn2ccc3ccccc3c2=O)c1
(24) Cc1cc(NC(=O)c2cccs2)cc(-c2nc3cc(Cl)ccc3o2)c1O
(25) Cc1cccc(-c2noc(-c3ccccc3OCC(=O)Nc3ccccc3[N+](=O)[O-])n2)c1
(26) CCOc1cccc(C(=O)Nc2nnc(S(=O)(=O)N(C)c3ccc(C)cc3)s2)c1
(27) COc1ccc(CNC(=O)CN(c2cc(C(F)(F)F)ccc2Cl)S(C)(=O)=O)cc1
(28) Cc1cccc(NC(=O)CN2C(=O)C(c3ccccc3)=NC23CCC(C)CC3)c1 (stereo not given)
(29) CN1CCN(C(CNC(=O)c2cccc(F)c2)c2ccc3c(c2)OCO3)CC1 (stereo not given)
(30) CCOC(=O)c1c(C)[nH]c(C)c1S(=O)(=O)N(C)CC(=O)N1CCN(c2ccc(Cl)cc2)CC1
(31) CCc1ccc(-c2nc(CN3CCCC(C(=O)NCc4ccccc4Cl)C3)c(C)o2)cc1 (stereo not given)
(32) O=C(CCCCn1c(=O)c2ccccc2n(Cc2ccccc2F)c1=O)NCc1ccc2c(c1)OCO2
compound no. | 21 | 22 | 23 | 24 | 25 | 26 | 27 | 28 | 29 | 30 | 31 | 32
AmpC inh detg | 19% | 9% | 3% | 1% | 1% | 5% | 5% | 17% | 3% | 5% | -1% | 13%
HCMV antiviral | -12 | -5 | -14 | -11 | 6 | -26 | 3 | -61* | 11 | -22 | 0 | 22

(33) CN1CCN(CCCNC(=O)c2ccc3nc(Cc4ccccc4)oc3c2)CC1
(34) CC(=O)c1cccc(NC(=O)Nc2cc3c(cc2N2CCCC2)n(C)c(=O)n3C)c1
(35) Cc1ccccc1CCNC(=O)c1ccc2c(c1)nc1n2CCCCC1
(36) COc1cccc(C(=O)N(Cc2ccco2)c2ccccn2)c1
(37) COc1ccc(CNC(=O)c2ccc3nc(-c4ccc(F)cc4)c(-c4ccc(F)cc4)nc3c2)cc1
(38) CC1=C(C(=O)Nc2ccccc2)C(c2ccc(F)cc2)n2nc(SCc3cc(C)ccc3C)nc2N1 (stereo not given)
(39) COc1cc(NC(=O)CC2C(=O)N(c3cccc(C)c3)C(=O)N2Cc2ccc(F)cc2)cc(OC)c1 (stereo not given)
(40) Cc1cccc(N2CCN(S(=O)(=O)c3ccc(-c4cc(C(F)(F)F)on4)s3)CC2)c1C
compound no. | 33 | 34 | 35 | 36 | 37 | 38 | 39 | 40
AmpC inh detg | -5% | -8% | 4% | 5% | 7% | -3% | 11% | 4%
HCMV antiviral | 14 | -11 | -78* | 0 | 14 | 5 | -39 | -22

(41) COc1ccc(NC(=O)c2oc3ccc(S(=O)(=O)N(C)C4CCCCC4)cc3c2C)cc1
(42) Cn1c(/C(C#N)=C/c2ccccc2Br)nc2ccccc21
(43) COc1cccc(NC(=O)CSc2nc(-c3ccccc3Cl)nc3c2Cc2c(CO)cnc(C)c2O3)c1
(44) COCCn1c(C)cc(O)c(C(c2ccc(Cl)cc2)N2CCN(c3ccccc3)CC2)c1=O (stereo not given)
(45) COc1cc(OC)c(NC(=O)c2cc3c(s2)-c2ccc(Cl)cc2SC3)cc1Cl
(46) CCC1Oc2ccccc2N(CC(=O)NCc2cc(OC)ccc2OC)C1=O (stereo not given)
(47) Cc1cccc(N2CCN(C(=O)c3cccc(-n4c(C)nc5cccnc54)c3)CC2C)c1 (stereo not given)
(48) CCS(=O)(=O)N1CCc2cc(C(=O)N3CCN(c4ccc(OC)cc4)CC3)ccc21
compound no. | 41 | 42 | 43 | 44 | 45 | 46 | 47 | 48
AmpC inh detg | 2% | 1% | 7% | 6% | 15% | 4% | -2% | -2%
HCMV antiviral | -72* | -28 | 14 | 11 | 2 | -24 | ? | 16

(49) Cc1ccc(O)c(Nc2nc3ccccc3c3nncn23)c1
(50) COc1ccc(NC(=O)c2c(C)oc3ccc(O)c(CN4CCN(Cc5ccccc5)CC4)c23)cc1
(51) Cc1nn(CC(=O)NCC(C)c2ccccc2)c(=O)c2cc3ccccc3n12 (stereo not given)
(52) CCOC(=O)c1ccc2c(c1)N(Cc1cccc(C(F)(F)F)c1)C(=O)c1ccccc1S2(=O)=O
(53) COc1ccccc1NC(=O)C1=C(C)Nc2nc3ccccc3n2C1c1cccc(OC)c1OC (stereo not given)
(54) CCc1ccc(C2=C(C)C(N3CCC(C(=O)NCCc4ccco4)CC3)=NS2(=O)=O)cc1
(55) CCn1cc(C(=O)NCc2ccc(C)cc2)c(=O)c2cc(S(=O)(=O)N3CCC(C)CC3)ccc21
(56) Cc1cccc(C)c1OCC(=O)N(Cc1ccco1)Cc1ccco1
compound no. | 49 | 50 | 51 | 52 | 53 | 54 | 55 | 56
AmpC inh detg | 23% | -5% | -3% | 5% | 21% | 7% | 3% | 17%
HCMV antiviral | 5 | ? | -8 | -22 | -7 | -62* | 12 | -11

Profiles from above:
Cc1ccc(O)c(Nc2nc3ccccc3c3nncn23)c1 in the list: AmpC inh detg: 23%; HCMV antiviral: 5
COc1ccc(NC(=O)c2c(C)oc3ccc(O)c(CN4CCN(Cc5ccccc5)CC4)c23)cc1 in the list: AmpC inh detg: -5%; HCMV antiviral: ?

The listing picks up with the two entries that preceded the break.
(55) CCn1cc(C(=O)NCc2ccc(C)cc2)c(=O)c2cc(S(=O)(=O)N3CCC(C)CC3)ccc21
(56) Cc1cccc(C)c1OCC(=O)N(Cc1ccco1)Cc1ccco1
(57) CCC(Cc1ccccc1)NC(=O)c1csc2c1CCCCC2 (stereo not given)
(58) CC(C)CC(=O)n1nc(-c2cccnc2)nc1NCc1ccc(F)cc1
(59) COC(=O)c1scc(-c2ccc(C)cc2)c1S(=O)(=O)Nc1ccc(OC(F)(F)F)cc1
(60) Cc1ccc2c(CC(=O)Nc3ccc(S(=O)(=O)N4CCCCC4C)cc3)coc2c1C (stereo not given)
(61) Cc1ccc(NC(=O)Nc2nnc(N3CCCC3)s2)c(C)c1
(62) Cc1ccc(NC(=O)/C(C#N)=C/c2ccc(C(C)C)cc2)cc1C
(63) Cc1nc2ccccn2c(=O)c1NC(=O)c1ccc(F)c(F)c1
(64) CCOc1ccc(Nc2nc3cc(Cl)c(Cl)cc3nc2-n2nc(C)cc2C)cc1
compound no. | 55 | 56 | 57 | 58 | 59 | 60 | 61 | 62 | 63 | 64
AmpC inh detg | 3% | 17% | 16% | -10% | 11% | 0% | 28% | 10% | 25% | 12%
HCMV antiviral | 12 | -11 | -14 | 17 | -11 | -11 | 4 | 3 | -17 | 12

Quoted from above: entries 62–63
(62) Cc1ccc(NC(=O)/C(C#N)=C/c2ccc(C(C)C)cc2)cc1C
(63) Cc1nc2ccccn2c(=O)c1NC(=O)c1ccc(F)c(F)c1
compound no. | 62 | 63
AmpC inh detg | 10% | 25%
HCMV antiviral | 3 | -17

Other compounds follow:
(65) Cc1ccc(-n2nc(C)c(C(=O)NCCCN3CCN(c4cccc(Cl)c4)CC3)c2-n2cccc2)cc1
(66) Cc1ccc2[nH]c3c(=O)n(CC(=O)N(C)c4cc(Cl)ccc4C)ncc3c2c1
(67) Cc1ccc(-c2noc(-c3cc(-c4ccc(F)cc4)n[nH]3)n2)cc1
(68) CCOc1ccccc1CNC(=O)Cn1nc(C)c2nn(-c3ccc(Cl)cc3)c(C)c2c1=O
(69) COc1cccc(CNC(=O)Cn2c(=O)cc(C)c3c(C)nn(C)c32)c1OC
(70) O=C(NCCc1ccccc1)c1ccc(Cn2c(SCc3ccccc3F)nc3cccnc32)cc1
(71) COc1ccc(CNC(=O)CCCc2nnc3n(CCC(C)C)c(=O)c4sccc4n23)cc1
(72) Cc1cccc(NC(=O)c2ccc3c(O)c(S(=O)(=O)c4ccccc4)c(=O)[nH]c3c2)c1C
compound no. | 65 | 66 | 67 | 68 | 69 | 70 | 71 | 72
AmpC inh detg | 18% | -3% | 3% | 9% | 14% | -7% | 18% | 3%
HCMV antiviral | 9 | -22 | -2 | ? | -27 | ? | -39 | -2

(73) CCNC(=O)c1c(NC(=O)c2cc(=O)c3ccc(C)c(C)c3o2)sc2c1CCCC2
(74) CCCCn1cc(S(=O)(=O)c2ccc(OCC)cc2)c(=O)c2cc(OC)c(OC)cc21
(75) CCOc1ccccc1NC(=O)CN1c2ccccc2S(=O)(=O)c2ccccc21
(76) CCc1ccc(Nc2ncnc3sc4c(c23)CCCC4)cc1
(77) Cc1ccccc1-c1nc(CNC(=O)Nc2ccccc2)c(C)o1
(78) COc1ccc(NS(=O)(=O)c2ccc(-c3cnc(C4CC4)o3)cc2)cc1Cl
(79) Cc1ccccc1CNCCCSc1nnnn1-c1ccccc1
(80) CC(C)Oc1ccc(CNC(=O)C2CCN(c3nc4ccccc4n(C)c3=O)CC2)cc1
(81) COc1ccc(Cl)cc1NC(=O)Cn1cc(C(=O)c2ccc(C)cc2)c(=O)c2ccc(C)nc21
compound no. | 73 | 74 | 75 | 76 | 77 | 78 | 79 | 80 | 81
AmpC inh detg | 1% | 0% | -2% | -5% | -12% | 4% | 15% | 0% | -1%
HCMV antiviral | -8 | 45 | 12 | -28 | -18 | -33 | -5 | 3 | 1

An excerpt; the hit share may differ from the screen's.
